High-throughput results deposited in PubChem BioAssay by Johns Hopkins Ion Channel Center.
TRPC6 activator = activators of mouse TRPC6 channel. B-score at 10 µM. Q61143. 310,000 tested, 0.13% active. HEK293-TRPC6 membrane potential dye fluorescence; active compounds read high;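 active means B-score of the integrated fluorescence ratio above library mean plus 3 SD, and starting fluorescence ratio within library mean plus 5 SD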;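 further: higher score means more depolarization so channel activation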
Target sequence (Q61143 whole entry, looked up): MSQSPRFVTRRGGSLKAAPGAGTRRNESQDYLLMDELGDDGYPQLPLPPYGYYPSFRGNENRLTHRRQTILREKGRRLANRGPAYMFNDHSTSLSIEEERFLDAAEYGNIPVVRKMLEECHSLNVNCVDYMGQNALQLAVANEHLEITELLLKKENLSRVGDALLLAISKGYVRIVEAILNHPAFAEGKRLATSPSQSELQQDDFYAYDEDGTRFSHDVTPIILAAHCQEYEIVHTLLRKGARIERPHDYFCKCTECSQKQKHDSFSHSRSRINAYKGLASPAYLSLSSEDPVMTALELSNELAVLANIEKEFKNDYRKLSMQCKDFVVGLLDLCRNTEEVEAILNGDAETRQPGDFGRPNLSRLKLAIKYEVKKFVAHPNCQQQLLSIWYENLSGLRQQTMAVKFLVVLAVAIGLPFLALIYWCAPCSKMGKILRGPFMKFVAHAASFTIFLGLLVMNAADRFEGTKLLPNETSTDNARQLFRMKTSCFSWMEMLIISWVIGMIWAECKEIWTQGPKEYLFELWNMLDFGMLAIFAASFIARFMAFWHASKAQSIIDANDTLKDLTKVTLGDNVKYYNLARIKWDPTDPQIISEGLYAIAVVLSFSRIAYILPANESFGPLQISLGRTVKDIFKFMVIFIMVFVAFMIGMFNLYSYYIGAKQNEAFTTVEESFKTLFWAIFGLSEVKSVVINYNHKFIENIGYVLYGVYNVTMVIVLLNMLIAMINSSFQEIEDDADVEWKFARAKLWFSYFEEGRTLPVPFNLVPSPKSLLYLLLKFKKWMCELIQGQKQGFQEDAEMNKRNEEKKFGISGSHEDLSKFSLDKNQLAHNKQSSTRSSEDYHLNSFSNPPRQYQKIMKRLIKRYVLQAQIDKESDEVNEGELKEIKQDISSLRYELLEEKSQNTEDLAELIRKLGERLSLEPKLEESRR
MrgX1 agonist = activates human MrgX1 receptor signaling; Q96LB2; 310,000 tested, 0.44% active; MrgX1-HEK293 cells, Fluo-4 calcium fluorescence, agonist mode; active compounds read high; B-score at 10 µM; AID 588627;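 active means calcium response B-score plate-corrected fluorescence ratio at least 3 library SD, with starting fluorescence B-score inside 5 SD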
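Assay system: stable human MrgX1 HEK293 cell line. Quantity: 15,000 cells per well. Schedule: cells plated overnight, dye loaded 0.5 h 37 °C, 0.5 h room temperature. Detection: Fluo-4 NW calcium-flux fluorescence, kinetic read. Read-out basis: peak-minus-minimum fluorescence over baseline, converted to B scores. Control set: positive and negative control wells on each plate.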
MrgX1 antagonist = blocks BAM8-22 activation of human MrgX1 receptor; AID 588676; 310,000 tested, 1.3% active; MRGX1-HEK293 calcium flux, Fluo-4, BAM8-22 antagonism; active compounds read low; B-score at 10 µM; Q96LB2;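 active means calcium-response B-score plate-corrected more than 3 library SD below zero, starting fluorescence within 5 deviations, no agonist response on first addition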;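 further: peak minus trough fluorescence over baseline after final BAM8-22 challenge near maximal dose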
ANO1 block = mouse TMEM16A channel inhibition, primary screen; HEK293 TMEM16A/YFP iodide influx fluorescence, ionomycin; Q8BHY3; 310,000 tested, 1.2% active; normalized B-score (activity score, 25-100; higher = stronger inhibition) at 10 µM;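 active means ratio plate-corrected score three or more library SD toward inhibition, starting fluorescence score within five deviations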;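 further: score derived from kinetic fluorescence span divided by baseline fluorescence per well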
TMEM16A act = activators or potentiators of mouse TMEM16A chloride channel | Q8BHY3 | HEK293 TMEM16A/YFP-H148Q/I152L, iodide quench fluorescence; active compounds read low | B-score at 10 µM | 340,000 tested, 0.3% active;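 active means fluorescence-ratio B-score plate-corrected deviation score at least 3 library SD below zero, with starting fluorescence score within 5 deviations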;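 further: channel opened by trigger with iodide after compound preincubation; score built on the fluorescence ratio of max minus min over baseline; more negative score means more quench and so TMEM16A activation or potentiation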
TRPC4 agonist = activators of mouse TRPC4 channel | B-score at 10 µM | HEK293 TRPC4beta/mu-opioid, Fluo4 calcium fluorescence; active compounds read high | Q9QUQ5 | AID 2237 | 310,000 tested, 0.49% active;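 active means B-score above 5 SD of library B-scores, and initial fluorescence ratio not above library mean plus 5 SD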;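 further: positive B-score marks a calcium rise read as TRPC4 activation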
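system = HEK293 cells stably co-expressing mouse TRPC4beta and mu-opioid receptor | schedule = Fluo4 dye loading 45 min at room temperature, 110 s recording | measure = B-scored integrated calcium fluorescence ratio | signal = Fluo4 calcium-sensitive dye fluorescence, kinetic, 1 Hz baseline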
MrgX1 PAM = allosterically activates human MrgX1 receptor signaling; 310,000 tested, 0.63% active; Q96LB2; MrgX1-HEK293, Fluo-4 calcium flux, FDSS; active compounds read high; AID 588675; B-score at 10 µM;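 active means plate-corrected calcium response at least 3 library SD above typical, normal starting fluorescence, not activating the receptor alone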;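 further: compound read alongside a low EC10 to EC30 dose of BAM8-22 agonist; peak minus trough fluorescence over baseline measured at the second addition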
RGS4 block = human RGS4 inhibition. 310,000 tested, 0.45% active. B-score at 10 µM. HEK293 M3R/RGS4 inducible, Fluo-4 calcium flux; active compounds read high; triggered by carbachol at its EC20. P49798;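 active means B-score, a plate-corrected calcium signal, over three deviations above library mean, with baseline fluorescence within five deviations of library mean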;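 further: RGS4 expression induced by doxycycline in cells with stable M3 receptor; B-score is computed from the integrated fluorescence ratio over baseline after carbachol; higher B-score means a larger calcium signal and so more RGS4 inhibition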
TRPC4 inh = inhibitors of mouse TRPC4 channel. Q9QUQ5. HEK293 TRPC4beta/mu-opioid, DAMGO-evoked Fluo4 calcium flux; active compounds read low. B-score at 10 µM. 300,000 tested, 0.39% active;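 active means B-score over 3 SD under the library average, no early fluorescence shift, positive overall ratio signal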
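Assay system: Stable TRPC4beta/mu-opioid receptor HEK293 cells | Reagent: DAMGO in two steps, submaximal then maximal | Compound dosing: Single concentration per test compound | Signal: Fluo4 Ca2+ flux fluorescence | Evaluation: Per-well B score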
TRPC4 PAM = TRPC4 (mouse) allosteric potentiation; Q9QUQ5; HEK293 TRPC4beta/mu-opioid, DAMGO EC20, Fluo-4 Ca2+ flux; active compounds read high; B-score at 10 µM; 310,000 tested, 0.42% active;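 active means B-score of calcium response area above 5 SD of library B-scores, with initial fluorescence ratio within 5 SD of library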;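 further: B-score of integrated fluorescence ratio over time as area under calcium response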
TRPC6 inh = blocks the mouse TRPC6 cation channel; HEK293-TRPC6, membrane potential dye, ACh-evoked depolarization; active compounds read low; 310,000 tested, 1.1% active; B-score at 10 µM; Q61143;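 active means B-score under library mean minus 3 SD, initial fluorescence not abnormally high, positive integrated signal ratio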;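 further: B-score derived from integrated fluorescence ratio over the kinetic read; more negative B-score means stronger inhibition of depolarization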
The depositor's hits bear a star; i = inactive; . = no result given.

canonical_smiles,TRPC6 activator,TRPC4 PAM,ANO1 block,TMEM16A act,MrgX1 agonist,MrgX1 PAM,MrgX1 antagonist,TRPC4 agonist,RGS4 block,TRPC4 inh,TRPC6 inh
CCOC(=O)c1ccc(Oc2nc(NC)nc(Nc3ccccc3)n2)cc1,i,i,i,i,i,i,i,i,i,i,i
CCN(CC)CCN(C(=O)c1ccc2c(c1)CCCC2)c1nc2c(C)cccc2s1,i,i,i,i,i,i,i,i,i,i,i
CCOc1ccc(-n2cnnn2)cc1S(=O)(=O)Nc1c(C)cccc1C,i,i,i,i,i,i,i,i,i,i,i
NC(=O)NCc1ccc(F)cc1,i,i,i,i,i,i,i,i,i,i,i
Cc1nc2ccc(NC(=O)Cc3ccc4c(c3)OCCO4)cc2s1,i,i,i,i,i,i,-6.8*,i,i,i,i
CCOc1ccc(S(=O)(=O)Nc2nc3ccccc3nc2N2CCN(C)CC2)cc1,i,i,i,i,i,i,i,i,i,i,i
C#CCOCCOCCOCCNc1nc(N2CCN(C(=O)C(Cc3ccc(O)cc3)n3cc(C(N)CC(C)C)nn3)CC2)nc(N2CCN(C(=O)C(Cc3cc4ccccc4[nH]3)n3cc(C(N)C(C)CC)nn3)CC2)n1 (stereo not given),i,i,i,.,i,i,i,i,i,i,i
COc1ccc(-c2csc3[nH]c(=S)n(-c4ccccc4)c(=O)c23)cc1OC,i,i,i,i,i,i,i,i,i,i,i
O=c1c2ccccc2nnn1CSc1ccccc1,i,i,i,i,i,i,i,i,i,i,i
Cc1ccccc1NCC(=O)c1ccc(Br)cc1,i,i,i,i,i,i,i,i,i,i,i
CC(C)c1ccc(CC(NC(=O)c2ccccc2)C(=O)NCC(=O)O)cc1 (stereo not given),i,i,i,i,i,i,i,i,i,i,i
COc1ccc(CCNC(=O)c2cnccn2)cc1,i,i,i,i,i,i,i,i,i,i,i
C=CCN(C(=O)CN1CCOCC1)c1nc(C)c(-c2ccccc2)s1,i,i,i,i,i,i,i,i,i,i,i
Cc1ccc(S(=O)(=O)N(C)C)cc1NC(=O)COC(=O)c1ccc2c(c1)OCCO2,i,i,i,i,i,i,i,i,i,i,i
COc1ccc(C(=O)O/N=C2\C(=O)N(C)c3ccccc32)cc1,i,i,i,i,i,i,i,i,i,i,i
CC(C)(C)OC(=O)NCCc1n[nH]c(=S)o1,i,i,i,i,i,i,i,i,i,i,i
COC(=O)CNc1n[nH]c(=S)[nH]c1=O,i,i,i,i,i,i,i,i,i,i,i
Cc1ccc2c(c1)C(O)(c1c(C)[nH]c3ccccc13)C(=O)N2 (stereo not given),i,i,i,i,i,i,i,i,6.31*,i,i
CCOC(=O)C1CCCN(C2CC(=O)N(c3ccc(NC(C)=O)cc3)C2=O)C1 (stereo not given),i,i,i,i,i,i,i,i,i,i,i
COc1ccccc1NC(=O)c1cc2cc(Br)ccc2cc1O,i,i,100*,i,i,8.38*,i,i,i,i,i
O=C(CCNC(=O)c1ccc(Br)cc1)NCc1ccccc1F,i,i,i,i,i,i,i,i,i,i,i
COC(=O)c1ccccc1NC(=O)Cn1cnc2ccc(S(=O)(=O)N3CCC(C)CC3)cc2c1=O,i,i,i,i,i,i,i,i,i,i,i
COc1ccc(-c2cc3ccc(OCC(C)=O)cc3oc2=O)cc1,i,i,i,i,i,i,i,i,i,i,i
Cc1sc2nnn(CC(=O)N3CCN(C(=O)c4ccco4)CC3)c(=O)c2c1C,i,i,i,i,i,i,i,i,i,i,i
CCCn1c(=O)c2[nH]cnc2n(-c2ccccc2C)c1=O,i,i,i,i,i,i,i,i,i,i,i
CN(CC(=O)N1CCOCC1)S(=O)(=O)c1ccc2ccccc2c1,i,i,i,i,i,i,i,i,i,i,i
CCn1cc(C(=O)NCC(C)C)c(=O)c2cc(F)c(N3CCN(C(=O)c4ccco4)CC3)cc21,i,i,i,i,i,i,i,i,i,i,i
N/C(=N\OC(=O)c1ccc(Cl)c(Cl)c1)c1ccccn1,i,i,i,i,i,i,i,i,i,i,i
COc1ccc(N2CCN(CC(=O)Nc3ccc(SC(F)F)cc3)CC2)cc1,i,i,i,i,i,i,i,i,i,i,i
O=C(Nc1cnn(C23CC4CC(CC(C4)C2)C3)c1)c1cnn2cccnc12,i,73*,i,i,i,i,i,i,i,i,i
Oc1c(Br)cc(Br)cc1CNc1ccc(F)cc1,i,i,i,i,i,i,i,i,6.45*,i,i
COc1cc(CNCc2ccc(OC)c3ccccc23)cc(OC)c1OC,i,i,i,i,i,i,i,i,i,i,i
COc1ccc(-c2cc(-c3nnc(COC(=O)c4ccncc4)o3)c3ccccc3n2)cc1OC,i,i,i,i,i,i,i,i,i,i,i
Cn1c(SCC(=O)N2CCCc3ccccc32)nc2cccnc21,i,i,i,i,i,i,i,i,i,i,i
CCCCCCc1ccc(-c2ncc(N)cn2)cc1,i,i,i,i,i,i,i,i,6.7*,i,i
CCOC(=O)N1CCN(C(=O)c2cc(COc3ccc(OC)cc3Cl)on2)CC1,i,i,i,i,i,i,i,i,i,i,i
C=CCn1c(SCC(=O)c2ccc(OC)cc2)nnc1C(C)NC(=O)c1cccs1 (stereo not given),i,i,i,i,i,i,i,i,i,i,i
COc1cc(Cn2c(N)c(C#N)c3nc4ccccc4nc32)cc(OC)c1,i,i,i,i,i,i,i,i,i,i,i
CC(C)CCOc1ccc(C(=O)NCC(c2cccs2)N2CCOCC2)cc1 (stereo not given),i,i,i,i,i,i,i,i,i,i,i
N#Cc1c(-n2cccc2)cccc1-n1cccc1,i,i,i,i,i,i,i,i,i,i,i
CCOC(=O)Cc1c(C)nc2c(-c3ccccc3)cnn2c1C,i,i,i,i,i,i,i,i,i,i,i
N=C1C(c2ccccc2)=C(O)CN1c1cccc(S(=O)(=O)N2CCCCC2)c1,i,i,i,i,i,i,i,i,i,i,i
Nc1ncnc2nc(SCCOc3ccc(Cl)cc3)[nH]c12,i,i,i,i,i,i,i,i,i,i,i
CCC(CC)C(=O)N1N=C(c2ccc(NS(C)(=O)=O)cc2)CC1c1ccc(C)cc1 (stereo not given),i,i,i,i,i,i,i,i,i,i,i
COc1ccc(CCOC(=O)c2ccc(NC(=O)CC#N)cc2)cc1,i,i,i,i,i,i,i,i,i,i,i
CC(C)N1CCc2c(sc(NC(=O)c3ccc(S(=O)(=O)N4CCc5ccccc54)cc3)c2C(N)=O)C1,i,i,i,i,i,i,i,i,i,i,i
CN(C)c1ccc(/C=N/NC(=O)c2cnc3ccccc3c2)cc1,i,i,i,i,i,i,i,i,i,i,i
CC(NC(=O)c1ccc(CS(=O)(=O)c2cccc(C(F)(F)F)c2)o1)c1ccc2c(c1)OCCO2 (stereo not given),i,i,i,i,i,i,i,i,i,i,i
Cc1cc(C)c(C)c(N=Nc2nc3ccccc3n2C)c1C,i,i,i,i,i,i,i,i,i,i,i
O=C(Nc1cccc2cccnc12)c1ccc(Br)o1,i,i,i,i,i,i,i,i,i,i,i
O=C(c1cccc(F)c1)N1CCN(Cc2c[nH]c3ccccc23)CC1,i,i,i,i,i,i,i,i,i,i,i
CNC(=O)Nc1ccc(Cl)cc1,i,i,i,i,i,i,i,i,i,i,i
Fc1ccccc1-c1n[nH]c(=S)n1/N=C/c1c[nH]c2ccccc12,i,i,i,i,i,i,i,i,i,i,i
CCC(=O)Nc1nnc(SCc2cccc(F)c2)s1,i,i,i,i,i,i,i,i,i,i,i
COc1ccc(CN(C)S(=O)(=O)c2ccc3c(c2)OCCO3)cc1,i,i,i,i,i,i,i,i,i,i,i
CCn1c(=NC(=O)C2COc3ccccc3O2)sc2c(C)ccc(OC)c21 (stereo not given),i,i,i,i,i,i,i,i,i,i,i
COc1ccc(C(=O)O)cc1NC(=S)NC(=O)/C=C/c1ccc(C(C)C)cc1,i,i,i,i,i,i,i,i,i,i,i
CCOc1ccccc1NC(=S)Nc1ccc2cn[nH]c2c1,i,i,i,i,i,i,i,i,i,i,i
CCC(=O)N1N=C(c2ccc(C)o2)CC1c1ccc(N(C)C)cc1 (stereo not given),i,i,i,i,i,i,i,i,i,i,i
CCc1nc(NCc2ccccc2)c(C#N)c2c1CCCC2,i,i,i,i,i,i,i,i,i,i,i

(more compounds)
canonical_smiles,TRPC6 activator,TRPC4 PAM,ANO1 block,TMEM16A act,MrgX1 agonist,MrgX1 PAM,MrgX1 antagonist,TRPC4 agonist,RGS4 block,TRPC4 inh,TRPC6 inh
c1ccc(-c2ccc(C3=Nn4c(nnc4-c4cccs4)SC3)cc2)cc1,i,i,i,i,i,i,i,i,i,i,i
Cc1ccc(C(=O)NNc2cc(N3CCCC3)nc(N3CCCC3)n2)cc1,i,i,i,.,i,i,i,i,i,i,i
CCOC(=O)c1[nH]c(C)c(C(=O)N2CCN(C(=O)OCC)CC2)c1CC,i,i,i,i,i,i,i,i,i,i,i
Cc1ccc(C2C(C#N)=C(N)Oc3cc(N)ccc32)cc1 (stereo not given),13.4*,i,i,i,i,i,i,i,i,i,i
COC(=O)C1CCN(C(=O)c2ccccc2Oc2ccccc2)CC1,i,i,i,i,i,i,i,i,i,i,i
c1ccc2sc(NC3=NCN(C4CCCCC4)CN3)nc2c1,i,i,i,i,i,i,i,i,i,i,i
CCOc1ccccc1NC(=O)Nc1c(C)n(-c2ccccc2)c(=O)n1C,i,i,100*,i,i,i,i,i,i,i,i
CCc1ccc(NC2CC(=O)N(c3ccc(OC)cc3OC)C2=O)cc1 (stereo not given),.,.,i,i,i,i,i,.,.,.,.
Cc1cccc(NC(=O)CSc2nnc(CNC(=O)c3ccc(S(=O)(=O)N(C)C)cc3)n2-c2ccc(F)cc2)c1,i,i,i,i,i,i,i,i,i,i,i
O=C(N[C@@H](Cc1ccccc1)C(=O)NCCc1c[nH]c2ccccc12)c1ccco1,i,i,i,i,i,i,i,i,i,i,i
Cc1onc(C(=O)N2CCOCC2)c1[N+](=O)[O-],i,i,i,i,i,i,i,i,i,i,i
